Source: PubChem
hERG rescue: hERG rescue from dofetilide block, primary screen, cell-based, CHO-hERG, FluxOR thallium flux, dofetilide IC70; dofetilide IC70 present; activation (rescue from dofetilide block), less the hit threshold, % at 10 µM; 310,000 compounds, 0.51% hits;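 active means activation above the mean of controls blocked by dofetilide plus 5 SD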;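 further: thallium influx through hERG after potassium depolarization seen as dye fluorescence rise; in these data hits start at about 4.7%; inactives centre near -7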
Target sequence (Q12809 whole entry, looked up): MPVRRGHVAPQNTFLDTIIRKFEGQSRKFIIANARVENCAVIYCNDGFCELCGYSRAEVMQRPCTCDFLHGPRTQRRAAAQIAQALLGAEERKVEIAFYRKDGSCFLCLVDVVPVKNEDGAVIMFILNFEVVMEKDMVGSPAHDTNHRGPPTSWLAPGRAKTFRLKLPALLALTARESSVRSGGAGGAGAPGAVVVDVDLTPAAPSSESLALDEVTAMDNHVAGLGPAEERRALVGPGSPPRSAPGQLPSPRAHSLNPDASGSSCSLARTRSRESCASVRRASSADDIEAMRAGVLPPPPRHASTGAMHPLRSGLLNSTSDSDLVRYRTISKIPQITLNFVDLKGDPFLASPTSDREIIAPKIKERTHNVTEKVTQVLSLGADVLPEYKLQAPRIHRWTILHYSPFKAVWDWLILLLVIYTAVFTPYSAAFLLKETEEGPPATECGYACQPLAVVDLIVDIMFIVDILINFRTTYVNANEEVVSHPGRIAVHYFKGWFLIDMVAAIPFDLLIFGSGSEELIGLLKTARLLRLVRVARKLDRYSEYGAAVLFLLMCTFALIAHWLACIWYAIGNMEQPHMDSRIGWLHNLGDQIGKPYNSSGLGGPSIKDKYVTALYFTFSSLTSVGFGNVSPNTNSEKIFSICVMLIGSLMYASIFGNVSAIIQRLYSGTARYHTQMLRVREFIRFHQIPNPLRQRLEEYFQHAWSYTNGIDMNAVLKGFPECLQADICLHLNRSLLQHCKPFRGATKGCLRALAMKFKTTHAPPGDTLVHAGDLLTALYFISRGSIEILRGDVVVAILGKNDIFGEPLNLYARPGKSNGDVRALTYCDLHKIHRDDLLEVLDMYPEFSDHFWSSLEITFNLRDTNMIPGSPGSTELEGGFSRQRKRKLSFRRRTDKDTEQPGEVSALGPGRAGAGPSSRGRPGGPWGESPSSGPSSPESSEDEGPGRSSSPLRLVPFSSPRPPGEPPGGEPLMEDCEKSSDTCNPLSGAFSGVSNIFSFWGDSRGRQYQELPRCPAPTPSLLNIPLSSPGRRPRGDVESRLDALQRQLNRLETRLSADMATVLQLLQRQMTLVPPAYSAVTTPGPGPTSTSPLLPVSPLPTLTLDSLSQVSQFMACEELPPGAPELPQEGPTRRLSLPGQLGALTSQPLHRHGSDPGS
GSK3beta inhib: human GSK3beta kinase inhibitors, primary screen, biochemical, cell-free homogeneous, HTS; AID 2097, 2009; 300,000 compounds, 0.038% hits; activity score (negative = inhibition), % at 10 µM; GST-GSK3beta kinase, ADP-Glo luminescence, 60 min; active compounds read low; Glycogen synthase kinase-3 beta (Homo sapiens), P49841;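 active means more than half of replicate wells score below -50%, meaning over 50% inhibition versus plate controls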;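 further: 0% = median DMSO wells and -100% = median GW8510 positive control wells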
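Test system: GST-tagged human GSK3beta kinase, cell-free; evaluation: activity score scaled between in-plate DMSO and GW8510 controls; measured by: ADP-Glo luminescence; incubation: 60 min reaction, RT; benchmarks: DMSO and 20 µM GW8510; reagent: peptide substrate plus 25 µM ATP (final); medium: Tris/MgCl2 kinase buffer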
GSK3 alpha inh: blockers of GSK3A enzyme activity – biochemical, luminescence, cell-free homogeneous, HTS, primary screen. Glycogen synthase kinase-3 alpha (Homo sapiens), P49840. GSK-3 alpha kinase, ADP-Glo luminescence, 60 min. 320,000 compounds, 0.1% hits. inhibition, % at 10 µM;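 in the data active means inhibition above about 50%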;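 further: GST-tagged GSK-3 alpha with peptide substrate and 25 µM ATP; 0% = DMSO neutral wells and 100% = GW8510 positive control wells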
KCNQ1 block: inhibitors of human KCNQ1 channel, primary screen, cell-based, thallium flux, high-throughput. CHO-K1 KCNQ1, FluxOR thallium flux fluorescence; active compounds read high. 310,000 compounds, 1.3% hits. AID 2642, 2010. B-score at 10 µM. Potassium voltage-gated channel subfamily KQT member 1 (Homo sapiens), P51787;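 active means compounds whose thallium flux B-score, printed positive for inhibition, exceeds three library SD while starting fluorescence stays within three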;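 further: channel opened by potassium depolarization with thallium stimulus after 20 min compound exposure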
HDAC3 inhib: HDAC3 deacetylase inhibitors, primary screen, biochemical, fluorescence, cell-free homogeneous; 320,000 compounds, 0.15% hits; Histone deacetylase 3 (Homo sapiens), O15379; recombinant HDAC3, fluorogenic peptide/trypsin coupled; inhibition, % at 8.3 µM; in the data active means inhibition above about 26%, passing the limit was not always enough
KCNK9 inh: KCNK9 potassium channel inhibitors, primary screen, HEK293 cells, thallium flux | Potassium channel subfamily K member 9 (Homo sapiens), Q9NPC2 | AID 488922, 2010 | 310,000 compounds, 1.2% hits | FluxOR thallium flux fluorescence; active compounds read low | B-score at 10 µM;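 active means ratio B-score over 3 SD below the library mean, with starting fluorescence within 5 SD of its mean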;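 further: negative B-score means less thallium flux so channel inhibition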
PolyA inhibitor: polyadenylation inhibitors in yeast reporter cells, primary screen, luminescence, S. cerevisiae; S. cerevisiae SKY197-pL101 polyadenylation reporter, beta-gal luminescence; efflux-impaired pdr1/pdr3 knockout yeast; score 100 = 6 SD above DMSO; calls only at 12 µM; 300,000 compounds, 0.02% hits; AID 1875, 2009;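 active means lowest replicate activity score at least 50, where 100 means six control SD above control mean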;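 further: yeast exposed to compound for 9 h at 30 °C; higher score means more reporter readthrough which indicates perturbed polyadenylation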
RGS4 pot: RGS4 potentiators or activators, primary screen, cell-based, HEK293 M3R inducible RGS4, calcium flux. carbachol calcium flux Fluo4; active compounds read low. B-score at 10 µM. 310,000 compounds, 0.92% hits;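 active means B-score of the integrated calcium signal more than 4 SD below the library mean, with starting fluorescence not abnormally high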;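 further: negative B-score means reduced calcium response which marks RGS4 activation or potentiation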
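System – HEK293 FlpIn-TREx cells, stable M3R, doxycycline-inducible RGS4 · Reagent – ECmax carbachol challenge · Times – compound preincubation 20 min at room temperature before agonist · Technique – Fluo4 fluorescence kinetic imaging of calcium · Measure – B score of integrated Fluo4 ratio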
KCNQ1 pot: potentiators or activators of KCNQ1 channel, primary screen, cell-based, thallium flux, high-throughput; CHO-K1 KCNQ1, thallium flux FluxOR fluorescence; active compounds read high; AID 2648, 2010; 310,000 compounds, 0.35% hits; B-score at 10 µM;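 active means fluorescence ratio B-score, a plate-corrected score, at least three library SD, with initial intensity B-score within 5 SD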
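Schedule – 37 °C overnight plating, 90-min dark dye load, 20-min compound pretreatment · System – stable KCNQ1 CHO-K1 line · Probe or stimulus – thallium- and potassium-containing depolarizing buffer · Measured by – kinetic FluxOR fluorescence, 10 s baseline plus 110 s post-stimulus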
KCNK3 inh: human KCNK3 channel inhibitors, primary screen, CHO cells, FluxOR thallium flux, B-score; FluxOR fluorescence; active compounds read low; B-score at 10 µM; 340,000 compounds, 0.84% hits;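 active means B-score under library mean minus 4 SD, starting fluorescence ratio at most library mean plus 5 SD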;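 further: more negative B-score means stronger inhibition of thallium flux through KCNK3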
Dyrk1A ADPGlo: rat Dyrk1A kinase inhibitors, primary screen, biochemical, single point, plate reader; Dual specificity tyrosine-phosphorylation-regulated kinase 1A (Rattus norvegicus), Q63470; ADP-Glo luminescence, NFATc1 peptide; inhibition, % at 12.5 µM; 310,000 compounds, 0.43% hits; AID 504441, 2011; in the data active means inhibition above about 50%;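 further: plate controls were vehicle with enzyme for no effect and no enzyme for full effect; many of its hits are not listed in these tables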
Starred values were filed as active, the others as inactive; i = inactive; . = no result given; & = joins results of further samples. An excerpt; the hit share may differ from the screen's.

The line under a structure holds: hERG rescue, GSK3beta inhib, GSK3 alpha inh, KCNQ1 block, HDAC3 inhib, KCNK9 inh, PolyA inhibitor, RGS4 pot, KCNQ1 pot, KCNK3 inh, Dyrk1A ADPGlo
- Cn1nc(C(=O)NCc2ccccc2Cl)c2c1-c1ccccc1S(=O)(=O)C2
→ -12, -4, -1, i, 0, i, i, i, i, i, -7
- COc1ccc(C(=O)Nc2ccc(C3CC3(Cl)Cl)cc2)cc1 (centres undefined)
→ -3, 0, 0, i, 3, i, i, i, i, i, -6
- Cc1nc2c(ncn2-c2ccccc2)c(=O)n1NC(=O)CN1CCN(C)CC1
→ -1, 0, -2, i, 0, i, i, i, i, i, -2
- COc1cccc2c(=O)cc(C)n(CC(=O)Nc3ccc(Br)cc3)c12
→ -9, -2, -2, i, -4, i, i, i, i, i, .
- CCOC(=O)/C(C#N)=C/c1c(N2CCN(CC)CC2)nc2c(C)cccn2c1=O
→ -1, 1, -2, i, -4, i, i, i, i, i, 2
- CCc1cc2c(=O)c(-c3cnn(-c4ccccc4)c3)c(C)oc2cc1OCC(=O)Nc1cccc(C)c1
→ -4, 4, 0, i, 4, i, i, i, i, i, .
- O=C(CC(Sc1ccccc1)c1cccs1)c1ccco1 (centres undefined)
→ -4, 4, 2, i, 6, i, i, i, i, i, 2
- CCOC(=O)Cn1nc(-c2ccccc2)c2cnc3ccc(C)cc3c21
→ -10, 2, -1, i, -20, i, i, i, i, i, 7
- COc1ccc(N/C(N)=N/c2nc(CSc3ccc(Cl)cc3)cc(=O)[nH]2)cc1
→ -6, 0, -1, i, -3, i, i, i, i, i, -8
- CCN1CCN(c2ccc(NC(=O)c3ccc([N+](=O)[O-])o3)cc2Cl)CC1
→ -10, -2, ., i, ., i, i, i, i, i, .
- O=C(c1ccco1)N1CCN(C(=O)c2cc(-c3ccncc3)nc3ccc(Br)cc23)CC1
→ -10, 1, 0, i, 3, i, i, i, i, i, -9
- Cc1ccccc1C(OCC(O)CN1CCN(CCO)CC1)c1ccccc1 (centres undefined)
→ -11, -2, -3, i, -3, i, i, i, i, i, 10
- NC(=O)CC(NC(=O)c1ccc(Br)cc1)c1ccc(N2CCN(c3ccccc3)CC2)c([N+](=O)[O-])c1 (centres undefined)
→ -7, 1, -1, i, 6, i, i, i, i, i, 2
- CCCn1c(=O)c(C(=O)Nc2ncccc2C)c(O)c2ccccc21
→ -6, 1, -4, i, 0, i, i, i, i, i, 0
- COCCN(C(=O)CSc1nc2ccccc2c(=O)n1C(C)COC)c1c(N)n(Cc2ccccc2)c(=O)[nH]c1=O (centres undefined)
→ -11, 2, 1, i, -10, i, i, i, i, i, -2
- COc1cccc(N2CC(C(=O)OC(C)C(=O)c3ccccc3)CC2=O)c1 (centres undefined)
→ -7, -2, -2, i, 1, i, i, i, i, i, 6
- CCN1CCN(C(=O)c2cc(S(=O)(=O)N3CCCCC3)ccc2Cl)CC1
→ -9, -1, -2, i, 5, i, i, i, i, i, -11
- CC(C)CNc1oc(-c2ccccc2Cl)nc1C#N
→ -14, 0, 11, i, 0, i, i, i, i, i, -25
- COc1cccc(/C=C/c2ccncc2)c1OC
→ -15, 1, 2, i, 5, i, i, i, i, i, 10
- COc1ccc(-n2nc3c(N4CCC(C(=O)NCCc5ccco5)CC4)nnc(C)c3c2C)cc1
→ -5, 4, 1, i, 15, i, i, i, i, i, -4
- CC(C)NC(=O)CN1C(=O)c2ccccc2S1(=O)=O
→ -5, -2, 1, i, -2, i, i, i, i, i, 3
- Cc1cccc(C(=O)OC(C)C(=O)NC2CCCc3ccccc32)c1O (centres undefined)
→ -7, 1, 1, i, -11, i, i, i, i, i, 6
- COc1ccc(OC)c(S(=O)(=O)N2CCCCC2C(=O)N2CCN(c3ccccn3)CC2)c1 (centres undefined)
→ -13, -3, -2, i, -5, i, i, i, i, i, -12
- CCC(=O)N/N=C(\C)CC(=O)Nc1cccc([N+](=O)[O-])c1
→ -5, -3, 0, i, 1, i, i, i, i, i, -9
- CCn1cc(CN2CCC(n3nccc3NC(=O)c3ccc(OC)cc3)CC2)cn1
→ -2, -1, 3, i, 3, i, i, -7.7*, i, i, .
- C/C(=N\NC(=O)COc1ccccc1)c1ccc(O)cc1
→ -7, -3, 1, i, 6, i, i, i, i, i, -3
- CCOC(=O)C(=O)c1c(-c2ccccc2)nc2ccccn12
→ -7, 1, 0, i, 0, i, i, i, i, i, -5
- C1CCc2nnc(C3CC3)n2CC1
→ -4, -2, 4, i, -3, i, i, i, i, i, -2
- Cc1cc(C)c2nc(N(CCN(C)C)C(=O)c3ccc4ccccc4c3)sc2c1
→ -11, 1, 5, i, 0, i, i, i, i, i, 7
- O=[N+]([O-])c1ccc2[nH]ncc2c1
→ -13, 1, 3, i, 1, i, i, i, i, i, 29
- COc1ccc(C(C(=O)NC2CCCC2)N(C(=O)c2snc(C(N)=O)c2N)c2ccccc2OC)cc1OC (centres undefined)
→ -17, 0, 1, i, -3, i, i, i, i, i, 1
- CCOC(=O)N1CCN(C(=O)c2cc(COc3ccc(OC)cc3Cl)on2)CC1
→ -2, -1, -4, i, -21, i, i, i, i, i, -3
- CCCCCSc1nc2c(c(=O)[nH]c(=O)n2C)n1C(C)C
→ -9, -3, 0, i, 0, i, i, i, i, i, -7
- CC1(C)Cc2c(ccc3ccccc23)C2=C(C(=O)N3CCCC3)C(=O)C(=O)N21
→ 5.1*, 0, ., i, ., i, i, i, i, i, 5
- CCOC(=O)Cn1nc(C)c(NC(=O)COc2ccccc2)c1C
→ -13, -1, 9, i, 0, i, i, i, i, i, -11
- COc1ccc(F)cc1S(=O)(=O)NCC1CCCO1 (centres undefined)
→ -9, 0, -2, i, -4, i, i, i, i, i, 7
- CCOC(=O)/C(=N\Nc1ccccc1Cl)N(C)C1CCCCC1
→ -9, 1, 0, i, 1, -8.8*, i, i, i, i, .
- O=C(c1ccccc1)c1cccn1CC(=O)N1CCN(c2ccccc2)CC1
→ -6, -4, ., i, 3, i, i, i, i, i, 6
- C/C(N)=C(/C#N)C(=O)CSc1nc(C2CCCCC2)n(-c2ccccc2)n1
→ -10, 1, -1, i, 14, i, i, i, i, i, 4&-3
- Cn1c(COc2nnc(-c3ccc(Cl)cc3)c3ccccc23)nc2ccccc21
→ 2, 0, -5, i, -3, i, i, i, i, i, 1
- CCN(CC)CCCNC(=S)N1CCN(c2nc3ccccc3n2CC)CC1
→ -10, 2, 2, i, -2, i, i, i, i, i, 12
- CCC(C)(C)n1nnnc1C(c1ccc(C)cc1)N1CCSCC1 (centres undefined)
→ -3, 0, 2, i, 6, i, i, i, i, i, -3
- Cc1ccc(CNC(=O)C2CC(=O)OC23CCCC3)c(C)c1 (centres undefined)
→ -6, 1, 2, i, -2, i, i, i, i, i, 0
- Nc1c(C(=O)NCc2ccco2)nnn1Cc1ccccc1
→ -6, 0, -1, i, 3, i, i, i, i, i, -3
- O=S(=O)(NCCCN1CCOCC1)c1ccc(Cl)cc1
→ -9, -1, -4, i, 6, i, i, i, i, i, 1
- CCOC(=O)C1=C(CS(=O)(=O)c2ccccc2)NC(=O)NC1c1ccccc1OCC (centres undefined)
→ -18, 1, 1, i, 3, i, i, i, i, i, 0
- CCOC(=O)N1CCC2(CC1)C(C#N)=C(N)OC1=C2C(=O)CC(C)(C)C1
→ -6, 1, -4, i, 1, i, i, i, i, i, -3
- O=C(O)C1(c2ccccc2)CCN(S(=O)(=O)c2ccc(Cl)s2)CC1
→ -9, -1, -6, i, 2, i, i, i, i, i, 1
- Cc1ccnc(NC(=O)Nc2cccc(F)c2)c1
→ -5, -1, 1, i, -3, i, i, i, i, i, 2
- CCC(C)(C(=O)NC1CCCC1)N(C(C)=O)c1ccc(C)cc1 (centres undefined)
→ 0, 0, -5, i, 3, i, i, i, i, i, 2
- O=C(Nc1nc2ccccc2c2nc3ccccc3n12)c1ccc(F)cc1
→ -5, -4, -3, i, 6, i, i, i, i, ., .
- CCOC(=O)C1=C(c2ccccc2)N=c2s/c(=C\c3ccc(O)cc3)c(=O)n2C1c1cccs1 (centres undefined)
→ -9, 2, 1, i, 5, i, i, i, i, i, -5
- O=C(CN1CCCC(O)C1)N1c2ccccc2Sc2ccc(C(F)(F)F)cc21 (centres undefined)
→ -7, 2, -1, i, 0, i, i, i, i, i, 1
- Cc1ccc(CNC(=O)C(OC(=O)c2cccs2)C(C)C)cc1 (centres undefined)
→ -5, 2, -1, i, -6, i, i, i, i, i, 2
- Cc1ccc(NC(=O)CN2CCN(Cc3ccccc3)CC2)cc1Cl
→ -5, 1, -3, i, 4, i, i, i, i, i, .
- Brc1ccc(CSc2nccn2-c2ccccc2)cc1
→ -8, 1, -4, i, 0, i, i, i, i, i, 11
- CCc1ccc(NC(=O)N(CCOC)C2CCN(C(C)=O)CC2)cc1
→ -10, 1, -2, i, -3, i, i, i, i, i, 2
- CN1CCN(c2ccc(NC(=O)c3ccc(C(F)(F)F)cc3)cn2)CC1
→ -7, 2, -2, i, 0, i, i, i, i, i, 6
- Cc1ccccc1N1CCN(Cc2c[nH]c3ccccc23)CC1
→ -15, 1, 8, 6*, -1, i, i, i, i, i, .
- O=C(Cc1ccccc1[N+](=O)[O-])NCc1ccc(Cl)cc1
→ -4, 0, -1, i, -7, i, i, i, i, i, -4
